USP28 inh: blocks human USP28 ubiquitin-rhodamine cleavage; Q96RU2; purified USP28, Ub-rhodamine cleavage fluorescence, 30 min; inhibition, % at 25 µM; 47,000 compounds, 3% hits; AID 1645857
USP30 block: inhibitors of human USP30 deubiquitinase | Q70CQ3 | purified USP30, Ub-rhodamine cleavage fluorescence | inhibition, % at 25 µM | 47,000 compounds, 5.3% hits | AID 1645860
USP17 block: blocks human USP17 ubiquitin-rhodamine cleavage | purified USP17, Ub-rhodamine cleavage fluorescence, 3 h | inhibition, % at 50 µM | 47,000 compounds, 6.5% hits
USP10 inh: inhibitors of human USP10 deubiquitinase; purified USP10, Ub-rhodamine fluorescence, 60 min; inhibition, % at 20 µM; Q14694; 47,000 compounds, 1.1% hits
OTUD3 inh: inhibitors of human OTUD3 deubiquitinase | Q5T2D3 | purified OTUD3, Ub-rhodamine fluorescence, 2 h | inhibition, % at 25 µM | 47,000 compounds, 0.7% hits | AID 1645858
Target sequence (Q5T2D3 whole entry, looked up): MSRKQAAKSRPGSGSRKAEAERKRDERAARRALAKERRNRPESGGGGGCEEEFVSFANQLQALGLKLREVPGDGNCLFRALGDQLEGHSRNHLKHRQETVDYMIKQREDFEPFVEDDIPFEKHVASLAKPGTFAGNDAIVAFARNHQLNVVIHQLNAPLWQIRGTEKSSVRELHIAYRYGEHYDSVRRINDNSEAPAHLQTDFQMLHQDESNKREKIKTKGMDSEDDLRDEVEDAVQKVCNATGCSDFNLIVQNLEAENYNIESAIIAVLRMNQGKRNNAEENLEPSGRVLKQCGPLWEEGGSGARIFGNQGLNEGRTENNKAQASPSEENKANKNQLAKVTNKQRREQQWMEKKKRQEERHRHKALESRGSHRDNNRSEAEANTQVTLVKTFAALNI
USP7 inh: inhibitors of human USP7 deubiquitinase; 47,000 compounds, 0.3% hits; purified USP7, Ub-rhodamine cleavage fluorescence; Q93009; inhibition, % at 20 µM
UCHL1 inh: inhibitors of human UCHL1 deubiquitinase | purified UCHL1, Ub-rhodamine cleavage fluorescence | inhibition, % at 20 µM | 47,000 compounds, 0.2% hits
Target sequence (P09936 whole entry, looked up): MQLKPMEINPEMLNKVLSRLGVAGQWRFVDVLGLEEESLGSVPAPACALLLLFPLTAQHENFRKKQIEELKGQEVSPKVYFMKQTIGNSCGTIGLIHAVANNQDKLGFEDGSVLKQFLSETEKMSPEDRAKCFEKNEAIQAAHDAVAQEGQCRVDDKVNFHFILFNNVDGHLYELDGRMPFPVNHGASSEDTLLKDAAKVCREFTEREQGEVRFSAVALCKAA
USP8 inh: inhibitors of human USP8 deubiquitinase | purified USP8, Ub-rhodamine cleavage fluorescence, 30 min | P40818 | 47,000 compounds, 4.2% hits | inhibition, % at 20 µM
The depositor's hits bear a star; i = inactive. No stated cut-off is given here; in the data, active means inhibition above about 30%; inactive means the rest.

SMILES	USP28 inh	USP30 block	USP17 block	USP10 inh	OTUD3 inh	USP7 inh	UCHL1 inh	USP8 inh
CCOC(=O)[C@@H]1[C@@H](c2ccccc2)CN2CCN(C(=O)OC)C[C@H]12	-0.8	0.8	-6.0	-7.0	-3.4	-1.2	-1.6	-4.0
COc1ccc(C2(CCNCc3ccc(Cl)cc3)CCOC(C)(C)C2)cc1 (configuration not stated)	9.1	34.1*	2.8	-1.8	5.4	1.1	0.5	0.0
CN1CCCN(C(=O)COc2ccc(-c3nc(-c4ccccc4)no3)cc2)CC1	5.8	5.2	-7.6	-6.5	4.4	-34.9	0.1	-1.6
CC(C)=CC1(C)N2CC3(C)CN1CC(C)(C2)C3=O (configuration not stated)	-10.4	-11.3	-12.9	-3.5	-5.4	2.3	-1.1	-7.4
CC(C)[C@@H]1NC(=O)[C@H](C)OC(=O)[C@@H](C(C)C)NC(=O)[C@@H](C(C)C)OC(=O)[C@H](C(C)C)NC(=O)[C@H](C)OC(=O)[C@@H](C(C)C)NC(=O)[C@@H](C(C)C)OC(=O)[C@H](C(C)C)NC(=O)[C@H](C)OC(=O)[C@@H](C(C)C)NC(=O)[C@@H](C(C)C)OC1=O	-7.6	0.1	-8.0	3.4	-11.4	0.1	1.0	5.3
CCCC[C@@]1(OC(=O)CCC(=O)O)CC[C@]2(CC[C@H](C)[C@@H](C/C=C(C)/C=C/[C@H](O)[C@@H](C)/C=C/C(=O)O)O2)O[C@H]1/C=C/C(C)=C/C(=O)O	0.1	-422.8	-18.1	4.0	2.9	0.0	-2.4	-7.7
OC1/C(=C/c2ccccc2F)N2CCC1CC2 (configuration not stated)	0.0	7.1	1.1	1.5	3.8	1.4	-0.7	-30.7
O=S1(=O)Cc2cnc(N3CCCC3)nc2[C@H]2CN(CC3CC3)C[C@H]21	-5.7	7.0	-13.1	0.0	0.0	-10.4	-3.3	-11.2
COc1cc(NC(=O)CN2C(=O)C(C)N=C(c3ccccc3)c3ccccc32)cc(OC)c1OC (configuration not stated)	7.5	-9.1	-8.5	1.6	-1.4	4.8	4.8	9.5
CCn1cc(C(=O)NCc2ccc(OC)cc2)c2cccnc21	-2.7	-5.6	-11.9	0.9	-2.4	-3.1	-3.5	1.7
O=C(Cc1ccc2c(c1)OCO2)N1C[C@@H](O)[C@H](N2CCOCC2)C1	5.9	10.7	5.9	0.0	4.0	2.0	-0.2	2.5
CC1OC(OC2/C=C/C=C/C=C/C=C/CC/C=C\C=C\[C@H](C)[C@@H](O)[C@H](C)[C@@H](C)OC(=O)C[C@H](O)C[C@H](O)C[C@H](O)CC[C@@H](O)[C@H](O)C[C@]3(O)C[C@@H](O)[C@@H](C(=O)O)[C@@H](C2)O3)C(O)C(N)C1O (some centres not stated)	-117.8	i	-138.9	-9.5	-117.2	-59.2	-67.9	-309.7
O=C(Nc1nccs1)c1cccn(Cc2ccc(Cl)c(Cl)c2)c1=O	2.3	5.2	31.1*	4.7	0.2	-0.3	-0.6	3.3
CC(=O)O[C@@]12CO[C@@H]1C[C@H](O)[C@@]1(C)C(=O)[C@H](O)C3=C(C)[C@@H](O)C[C@@](O)([C@@H](OC(=O)c4ccccc4)[C@H]21)C3(C)C	-9.0	4.3	-1.5	0.1	3.3	0.6	1.3	-0.1
O=C(Cc1cccs1)N1CCN(Cc2nnnn2-c2cccc(F)c2)CC1	-10.1	-0.3	-3.6	2.4	-5.4	-1.5	-2.6	-7.3
CC(C)CN1CCO[C@@H]2CCN(C(=O)c3ccno3)CC[C@H]21	-0.4	-13.9	-16.2	0.5	1.5	0.1	1.9	-121.3
CN1CC(C(=O)NCCc2ccncc2)C2(CCOCC2)C1 (configuration not stated)	9.8	20.9	4.0	0.2	11.3	5.9	3.0	2.6
O=C(NCC1CCC1)C1=NOC2(CCNC2)C1 (configuration not stated)	-7.5	-1.5	-7.5	-3.0	-6.3	-3.2	-2.2	-41.3
CCc1ccc(OCC(=O)N2CCN(Cc3ccncc3)CC2)cc1	4.1	9.6	-1.1	-2.5	8.0	1.0	0.0	1.6
COc1cc2c(cc1OC)[C@@H]1C(=O)c3ccc(O)c(CC=C(C)C)c3O[C@@H]1CO2	2.4	5.1	5.9	-0.9	-5.7	2.2	2.3	-2.6
C/C=C\C(C)=C\[C@H](C)C(=O)C[C@H](O)CC1CC(=O)NC(=O)C1	-36.1	-120.4	-31.3	-11.9	-28.0	-11.4	-11.0	-57.8
CNc1ccccc1C(=O)O	9.5	1.6	0.5	0.7	2.8	3.7	1.0	3.0
Oc1ccc2cc(Br)ccc2c1CN1CC=C(c2ccccc2)CC1	7.7	12.9	9.0	2.1	6.7	1.8	0.7	43.5*
COCCN1CCC2(COCCN(c3ncc(C)cn3)C2)C1 (configuration not stated)	-0.6	16.8	-9.7	0.7	6.9	4.1	1.6	-142.4
Cc1nc2ccccn2c1CC(=O)N1C[C@@H](O)[C@H](N2CCOCC2)C1	-7.6	-39.1	-8.7	-10.0	10.1	-0.1	-0.5	-59.6
The list goes on:
SMILES	USP28 inh	USP30 block	USP17 block	USP10 inh	OTUD3 inh	USP7 inh	UCHL1 inh	USP8 inh
Cc1ccc(-c2nccn3cc(C(=O)N4CCC5(CC4)OCCO5)nc23)cc1	0.6	-15.9	-10.1	0.1	0.4	-1.8	-1.9	4.4
CC(C)[C@H]1C(=O)O[C@H](C(C)C)C(=O)N(C)[C@@H](C(C)C)C(=O)O[C@H](C(C)C)C(=O)N(C)[C@@H](C(C)C)C(=O)O[C@H](C(C)C)C(=O)N1C	9.9	20.5	-4.7	6.7	5.3	6.5	3.1	11.2
CN1[C@@H](CCC(=O)NCc2cccnc2)CNC(=O)[C@H]2NCC[C@H]21	3.6	6.5	4.7	0.5	4.2	4.8	1.6	4.8
Fc1ccc(OC2COC3(CCNCC3)C2)cc1 (configuration not stated)	-2.4	8.3	1.2	0.8	-3.4	1.3	-1.3	-1.3
CCC(CC(C)C(=O)O)C(=O)CC/C1=C/C(C)C/C(C)=C/C(C)C(O)C(C)CCC(CCCC/C=C/C(C)CCC(C)OC(=O)CC(CC(=O)O)C(=O)O)OC(=O)CC(C(=O)O)CC(=O)OC1 (configuration not stated)	-0.1	32.4*	0.4	14.8	3.2	3.3	-1.0	6.2
CO[C@H]1[C@@H](O)[C@H](C)O[C@H](O[C@H]2[C@H](Oc3cccc4c(O)c5c(=O)oc6ccc(C)c7c(=O)oc(c34)c5c67)O[C@H](C)[C@H](O)[C@@H]2O)[C@@H]1O	65.0*	-5.8	77.5*	-14.6	51.4*	-159.9	-162.2	-329.2
Cc1ccc(S(=O)(=O)N2C[C@H]3CN(C)CC[C@H]32)cc1	-0.1	14.5	4.7	0.2	0.4	5.3	-1.0	4.8
O=C(COc1ccc([N+](=O)[O-])cc1)N1CCN(CCc2ccncc2)CC1	-4.5	-0.1	-16.7	6.4	0.1	4.3	-1.0	-104.3
N#Cc1ccc(NC(=O)CN2CC=C(c3ccccc3)CC2)cc1Cl	-29.7	-199.2	-34.4	-8.2	-47.0	-67.4	-14.3	-4.9
CC(=O)Nc1ccc(CN2CCC3(CC2)OC(=O)Nc2ccccc23)cc1	-13.6	-79.5	-21.9	-10.4	-14.4	-2.2	-6.2	5.3
CCOC(=O)C1=C(C)N[C@]2(C)C[C@H]1c1ccccc1O2	-0.2	-9.9	-11.2	-0.4	-9.2	-6.8	-0.8	-2.9
COc1cccc(-c2nc3ccc(N4CCN(C)CC4)cc3[nH]2)c1	-1.0	-65.7	-10.4	-2.6	-13.2	-0.6	-5.5	-1.6
CCCCCCC(=O)CCCCCC/C=C/CC(O)C(O)C(N)(CO)C(=O)O (configuration not stated)	-5.6	1.3	-0.3	2.6	-3.4	4.5	0.4	-0.1
CC(=O)OC1/C=C/[C@@](C)(O)C(=O)[C@@H](C)C/C=C/[C@H]2[C@H](O)[C@]3(C)O[C@]3(C)[C@H]3[C@H](Cc4ccccc4)NC(=O)[C@@]123 (some centres not stated)	9.5	-0.5	-32.4	1.4	18.8	3.3	2.2	0.5
O=C(c1ccc2c(c1)OCO2)N1CC(C(=O)N2CCC3(CC2)OCCO3)C1	5.3	15.4	-0.2	0.9	8.9	5.7	0.7	-14.6
C=C(C)[C@@H]1[C@@H]2OC(=O)[C@H]1[C@]1(O)[C@H]3O[C@H]3[C@]3(CO3)[C@]1(C)[C@@H]2O	1.7	22.7	8.8	-2.2	10.7	3.0	0.6	-0.6
COc1ccc(C2SCC(=O)Nc3c2c(=O)[nH]n3C2CCCCC2)cc1 (configuration not stated)	4.0	11.3	67.6*	8.0	3.7	10.1	1.0	8.4
CC(C)n1[nH]c(=O)c2c1NC(=O)CSC2c1ccc(OCc2ccccc2)cc1 (configuration not stated)	0.0	2.6	11.8	3.8	1.4	0.6	-1.5	0.0
c1cncc(CNCCc2ccc3c(c2)OCO3)c1	-4.5	-0.2	-0.5	0.7	-2.2	1.4	-0.3	-9.3
COc1ccc(S(=O)(=O)NCc2ccc(C(=O)N3CCC4(CC3)OCCO4)cc2)cc1	-7.3	6.3	2.2	1.2	-1.2	0.6	-2.6	2.4
O=C(Nc1cccnc1)c1cc2cccnc2n(Cc2ccccc2)c1=O	-3.8	-25.0	-27.1	-5.7	-2.6	-7.9	-2.5	10.0
C[C@@H]1O[C@H](OC2[C@H](O)[C@H](O)C(O)[C@H](O)[C@H]2O)[C@H](N)C[C@@H]1N=C(N)C(=O)O (some centres not stated)	-11.1	0.1	-9.6	0.4	-18.8	4.4	-1.8	3.0
COC(=O)/C=C/c1ccc(OP(N)(=O)OC)cc1 (configuration not stated)	3.2	8.9	0.4	-2.7	10.8	-0.2	0.2	-2.6
Oc1ccc2ccccc2c1CN1CC=C(c2ccccc2)CC1	-2.8	-13.5	11.5	-0.3	5.6	8.1	-0.7	34.9*
CC(C)CCN1CC2C(=O)Nc3ccccc3C2C1 (configuration not stated)	-0.2	-12.6	-14.5	-5.1	0.1	-10.7	-8.7	-78.2

Single values from the entries so far.
USP10 inh result of c1cncc(CNCCc2ccc3c(c2)OCO3)c1 stands at 0.7
USP17 block result of CN1[C@@H](CCC(=O)NCc2cccnc2)CNC(=O)[C@H]2NCC[C@H]21 stands at 4.7

The main list resumes, repeating the four entries before the break.
SMILES	USP28 inh	USP30 block	USP17 block	USP10 inh	OTUD3 inh	USP7 inh	UCHL1 inh	USP8 inh
C[C@@H]1O[C@H](OC2[C@H](O)[C@H](O)C(O)[C@H](O)[C@H]2O)[C@H](N)C[C@@H]1N=C(N)C(=O)O (some centres not stated)	-11.1	0.1	-9.6	0.4	-18.8	4.4	-1.8	3.0
COC(=O)/C=C/c1ccc(OP(N)(=O)OC)cc1 (configuration not stated)	3.2	8.9	0.4	-2.7	10.8	-0.2	0.2	-2.6
Oc1ccc2ccccc2c1CN1CC=C(c2ccccc2)CC1	-2.8	-13.5	11.5	-0.3	5.6	8.1	-0.7	34.9*
CC(C)CCN1CC2C(=O)Nc3ccccc3C2C1 (configuration not stated)	-0.2	-12.6	-14.5	-5.1	0.1	-10.7	-8.7	-78.2
CC[C@@]1([C@@H]2O[C@@H]([C@H]3O[C@@](O)(CO)[C@H](C)C[C@@H]3C)C[C@@H]2C)CC[C@H]([C@]2(C)CC[C@]3(C[C@H](O)[C@@H](C)[C@@H]([C@@H](C)[C@@H](O)[C@H](C)C(=O)O)O3)O2)O1	-19.9	-12.9	-77.3	-0.5	-16.2	-0.5	-0.4	0.2
C/C=C/[C@H]1O[C@@](O)([C@@H](C)[C@H](O)[C@H](C)[C@H]2OC(=O)/C(OC)=C/C(C)=C[C@@H](C)[C@@H](O)[C@@H](CC)[C@@H](O)[C@H](C)C/C(C)=C/C=C/[C@@H]2OC)C[C@@H](O[C@H]2C[C@@H](O)[C@H](OC(N)=O)[C@@H](C)O2)[C@@H]1C	-25.7	-38.7	-3.3	-5.1	-18.7	2.4	1.8	-5.3
CC[C@@]12CCCN3CC[C@]4(c5cccc(OC)c5N(C=O)[C@@H]4CC1)[C@H]32	-0.9	0.2	-2.2	-0.2	-4.8	1.0	-1.7	-0.5
O=C1C(O)=C(c2ccccc2)C(=O)C(O)=C1c1ccccc1	3.4	-41.1	-21.0	-6.4	-3.4	-11.0	-1.8	-23.6
CN(C)[C@@H]1C(=O)C(C(N)=O)=C(O)[C@@]2(O)C(=O)C3=C(O)c4c(O)cccc4[C@@](C)(O)C3[C@H](O)[C@@H]12 (some centres not stated)	87.3*	50.4*	84.5*	61.6*	90.1*	89.1*	89.5*	50.5*
COc1c(Cl)ccc2c(=O)c3c(oc12)C1=C2[C@@H](OCO1)[C@@H](OC)c1cc4c(c(O)c1[C@@]2(O)[C@H]3O)C(=O)N(C)[C@H](OC)[C@@H]4O	43.3*	59.9*	12.4	-8.2	31.7*	3.7	12.0	-16.7
COc1ccc(C2c3cccn3-c3ccccc3CN2C(=O)CCC(=O)NC2CC2)cc1 (configuration not stated)	-11.2	-65.3	-4.7	-2.8	-15.9	-4.4	1.1	1.2

High-throughput results (PubChem)

Not all compounds are listed. The share of hits here may be higher or lower than overall.
